Screens: PubChem BioAssay, several laboratories
PG9 binder: PG9 antibody binding by small molecule | inhibition, % at 6.7 µM | TR-FRET gp120-PG9 antibody binding | 360,000 compounds, 0.43% hits; in the data active means inhibition above about 8.5%
rCAG RNA binder: molecules binding r(CAG) RNA repeats | r(CAG) RNA repeat, TO-PRO-1 dye displacement fluorescence | inhibition, % at 3 µM | 370,000 compounds, 1.3% hits | AID 651821;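 active means inhibition above the plate cutoff, the mean of all test compounds on that plate plus 3 SD, cut at about 35% in these data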;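 further: 0% = DMSO alone and 100% = 100 µM mitoxantrone as full dye displacement; higher means more dye released from RNA so lower well fluorescence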
HTRA1 inh: blocks human HTRA1 serine peptidase. Q92743. recombinant HTRA1, FP-rhodamine activity-based probe, fluorescence polarization. inhibition, % at 5.96 µM. 340,000 compounds, 0.5% hits. AID 504803; in the data active means inhibition above about 36%;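 further: 0% = enzyme with DMSO and 100% = wells lacking enzyme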
GC-A act: GC-A (human) enzyme activation. 370,000 compounds, 0.14% hits. AID 1671463. HEK293 GC-A cells, cGMP TR-FRET, EC30 ANP; 0% at EC30 ANP, 100% saturating ANP. activation, % at 10 µM. P16066; in the data active means activation above about 40%
ABHD4 inh: inhibitors of mouse ABHD4. Q8VD66. purified mABHD4, FP-Rh probe fluorescence polarization. inhibition, % at 8.92 µM. 370,000 compounds, 0.54% hits. AID 720543;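 active means inhibition exceeding the mean over every tested compound plus 3 SD, cut at about 30% in these data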;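 further: 0% = plate median of compound wells and 100% = S159A mutant with DMSO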
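Test system: mABHD4 protein | Buffer or medium: HEPES pH 7.0 buffer, 150 mM NaCl, 0.01% Pluronic F-127 | Probe or stimulus: FP-Rh fluorescent activity-based probe, added after compound pre-incubation | Timing: Pre-incubation 45 min, probe exposure 60 min, at 25 °C | Technique: Fluorescence polarization, excitation 525 nm, emission 598 nm, BODIPY TMR filters | Repeats: Single well per compound (singlicate)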
NPR2 activator: GC-B (human) receptor activation; 370,000 compounds, 0.11% hits; HEK293-GC-B cells, CNP EC30, cGMP TR-FRET; 0% at EC30 CNP, 100% saturating CNP; AID 1920062; activation, % at 10 µM;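 active means activation at 10 µM reaching about 35% in either raw or pattern-adjusted values, limit read from the data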
ASAP1 inh: blocks human ASAP1-stimulated Arf1 GTP hydrolysis. Q9ULH1. GDP FP detection. inhibition, % at 16.5 µM. 360,000 compounds, 0.19% hits; in the data active means inhibition above about 25%;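 further: 0% = vehicle with enzyme and substrate and 100% = no enzyme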
ARFGAP1 inhibitor: rat ARFGAP1 inhibition; Arfgap1-stimulated ARF1 GTP hydrolysis, GDP FP detection; Q62848; inhibition, % at 16.5 µM; 360,000 compounds, 0.26% hits;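 active means inhibition above a per-plate limit, mean inhibition of low control wells plus 3 SD, cut at about 25% in these data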;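 further: 0% = DMSO wells with enzyme and 100% = wells lacking Arfgap1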
Target sequence (Q62848 1-136 limits assumed): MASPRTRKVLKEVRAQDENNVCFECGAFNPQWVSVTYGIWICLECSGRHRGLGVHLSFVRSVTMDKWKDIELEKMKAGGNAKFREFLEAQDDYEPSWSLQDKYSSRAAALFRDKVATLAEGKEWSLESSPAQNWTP
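material = rat Arfgap1 catalytic domain, aa 1-136 | also added = human ARF1(Δ1-17)-GTP substrate | compound dosing = one concentration, 16.5 µM, DMSO 1.26% | times = GTP hydrolysis reaction 2 h at 25 °C | measured by = FP, GDP Alexa 633 tracer displaced from anti-GDP antibody, 620/688 nm | evaluation = percent inhibition of Arfgap1-stimulated GTP hydrolysis | replication = single well per compound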
SMARCA2 act: increases SMARCA2 function in MMTV reporter cells; MG213 cells, MMTV-luciferase reporter, dexamethasone, overnight; activation, % at 9.1 µM; 370,000 compounds, 1% hits; AID 652017; in the data active means activation above about 7.8%;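 further: 0% = vehicle wells and 100% = reference activator wells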
Rev-erbA mod: Rev-erb alpha (human) modulation; Rev-erbα–FITC-DNA binding, fluorescence polarization, 90 min; activity, % at 10 µM; 370,000 compounds, 0.79% hits; AID 1259318;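 active means activity above about 14%, limit read from the data; passing the limit was not always enough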;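 further: 0% = DMSO wells with 35 nM protein and 100% = DMSO wells with 750 nM protein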
Target sequence (P20393 whole entry, looked up): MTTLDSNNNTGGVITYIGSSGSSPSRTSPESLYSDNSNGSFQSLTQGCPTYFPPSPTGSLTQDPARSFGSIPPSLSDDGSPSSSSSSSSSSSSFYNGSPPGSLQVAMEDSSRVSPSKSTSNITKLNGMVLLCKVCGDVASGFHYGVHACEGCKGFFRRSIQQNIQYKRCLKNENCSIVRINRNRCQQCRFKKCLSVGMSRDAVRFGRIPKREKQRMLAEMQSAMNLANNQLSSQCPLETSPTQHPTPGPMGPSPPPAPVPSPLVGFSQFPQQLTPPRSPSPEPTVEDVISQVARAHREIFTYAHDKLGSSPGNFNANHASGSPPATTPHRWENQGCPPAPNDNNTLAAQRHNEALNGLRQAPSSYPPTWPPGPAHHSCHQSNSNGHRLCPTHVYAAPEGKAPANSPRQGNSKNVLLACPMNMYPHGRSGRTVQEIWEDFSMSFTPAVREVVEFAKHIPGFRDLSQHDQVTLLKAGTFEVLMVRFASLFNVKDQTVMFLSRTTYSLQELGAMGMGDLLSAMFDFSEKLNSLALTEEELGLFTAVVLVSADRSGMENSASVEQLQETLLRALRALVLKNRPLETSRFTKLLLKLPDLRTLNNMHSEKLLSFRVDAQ
Starred values were filed as active, the others as inactive; . = not tested or not shown; & = joins results of further samples; ! = repeats disagree.

SMILES	PG9 binder	rCAG RNA binder	HTRA1 inh	GC-A act	ABHD4 inh	NPR2 activator	ASAP1 inh	ARFGAP1 inhibitor	SMARCA2 act	Rev-erbA mod
OC[C@@H]1CN(Cc2ccc(-c3ccccc3)cc2)C[C@H](n2cnc3c(NC4CCC4)ncnc32)O1	-2.5	6	.	-5	-8	4	0	12	-5	-2
CCOC(=O)C1C(=O)CC(C)(O)C(C(=O)OCC)C1c1ccc(N(CC)CC)cc1 (centres undefined)	0.4	-12	2	0	-6	8	7	7	-2	-5
CCCCn1c(N)c(N(CCC(C)C)C(=O)Cc2ccc(S(=O)(=O)N3CCOCC3)s2)c(=O)[nH]c1=O	-1.6	4	3	-3	1	4	14	15	-2	5
O=C(CSc1nnc(-c2ccccc2F)n1Cc1ccco1)Nc1ccccc1-c1ccccc1	.	3	.	-7	4	-12	.	.	-6	-10
Cc1ccc(N(CCC#N)C(=O)CN2C(=O)NC(Cc3ccccc3)C2=O)cc1 (centres undefined)	-1.2	-9	-4	1	5	5	-6	6	-1	5
CC1(C(=O)NCCN2CCOCC2)C=CCN1C(=O)c1ccccc1 (centres undefined)	-2.4	2	-2	-1	4	2	3	-9	5	-4
COc1ccc(CC(=O)NCc2ccc(F)cc2)cc1S(=O)(=O)N1CCOCC1	-0.9	5	-2	2	10	3	-9	-5	-1	1
CCC(NC(=O)c1oc2ccccc2c1COC)c1ccc(OC)cc1 (centres undefined)	-0.9	-6	-25	-4	-2	0	14	8	-3	2
CCN(CC(=O)Nc1ccc(NC(C)=O)cc1)C(=O)c1ccc(COc2ccc(C(C)(C)C)cc2)cc1	0.2	7	-32	-2	1	-4	-5	4	-5	1
COc1ccc(/C=C2/N=C3CCCCCN3C2=O)cc1	-4.0	-5	-1	-21	-5	-6	-1	14	1	0
O=C(CSC1=NS(=O)(=O)c2cc(Cl)ccc2N1)Nc1ccccc1F	1.9	59*	-13	2	-13	1	-1	-7	-1	8
CC(C)CC(=O)Nc1c2c(nn1-c1ccc([N+](=O)[O-])cc1)CS(=O)(=O)C2	-1.2	-2	1	1	-1	0	2	-4	0	-7
CCc1ccc(C(O)c2ncc(-c3ccccc3F)[nH]2)cc1 (centres undefined)	-1.7	2	.	2	0	2	-3	6	13*	5
O=C(CCC(=O)c1cccs1)Nc1ncccc1O	-2.4	9	8	2	6	3	-2	-3	0	-1
Cc1c(NC(=O)C(C)OC(=O)CCc2c[nH]c3ccccc23)c(=O)n(-c2ccccc2)n1C (centres undefined)	0.1	-5	6	1	4	8	-1	-8	-3	-4
Nc1ncnc2[nH]c(=S)[nH]c12	-0.3	0	-4	3	5	2	7	-6	-1	4
Cc1nn(-c2ccccc2)c(Cl)c1C(=O)OC(C)C(=O)Nc1ccc2c(c1)OCO2 (centres undefined)	0.0	0	-7	-3	-3	0	-18	-17	-4	8
COc1ccc2c3c([nH]c2c1)C1CC2C(CC(O)C(OC)C2CO)CN1CC3 (centres undefined)	-1.3	-2	-1	-3	5	1	6	5	0	-2
CCN1CCN(C(=O)Cn2nc(C)c3sc4ccccc4c3c2=O)CC1	-1.2	-3	-3	0	2	10	23	17	-1	7
CCCc1nnc(NC(=O)CCC(=O)N2CCN(Cc3ccc(OC)c(F)c3)CC2)s1	-1.7	-8	-2	-2	2	-2	-9	9	-3	-1
CC1(C)Cc2c(ccc3ccccc23)/C(=C/C(=O)N2CCCCC2)N1	0.9	1	-20	-3	2	1	-9	8	-2	3
Cn1c(SCC(=O)N2CCOCC2)nnc1-c1ccco1	0.3	-1	-9	2	-4	3	10	22	-1	-3
COc1cc(C2NCCC(=O)C2(C)C)cc(OC)c1OC (centres undefined)	-2.0	4	2	-4	5	12	2	-3	-3	10
Brc1ccc2nc(-c3ccc(CN4CCC(c5nc6ccccc6[nH]5)CC4)cc3)c(-c3ccccc3)nc2c1	-1.3	14	.	6	3	9	-4	9	3	16*
O=C(NNC(=S)Nc1ccccc1Cl)c1ccncc1	-1.1	1	5	-7	6	3	4	10	4	4

Ten structures out of the list, arranged by length of the SMILES, highest first.
SMILES	PG9 binder	rCAG RNA binder	HTRA1 inh	GC-A act	ABHD4 inh	NPR2 activator	ASAP1 inh	ARFGAP1 inhibitor	SMARCA2 act	Rev-erbA mod
CCCCn1c(N)c(N(CCC(C)C)C(=O)Cc2ccc(S(=O)(=O)N3CCOCC3)s2)c(=O)[nH]c1=O	-1.6	4	3	-3	1	4	14	15	-2	5
Cc1c(NC(=O)C(C)OC(=O)CCc2c[nH]c3ccccc23)c(=O)n(-c2ccccc2)n1C (centres undefined)	0.1	-5	6	1	4	8	-1	-8	-3	-4
CCCc1nnc(NC(=O)CCC(=O)N2CCN(Cc3ccc(OC)c(F)c3)CC2)s1	-1.7	-8	-2	-2	2	-2	-9	9	-3	-1
COc1ccc2c3c([nH]c2c1)C1CC2C(CC(O)C(OC)C2CO)CN1CC3 (centres undefined)	-1.3	-2	-1	-3	5	1	6	5	0	-2
COc1ccc(CC(=O)NCc2ccc(F)cc2)cc1S(=O)(=O)N1CCOCC1	-0.9	5	-2	2	10	3	-9	-5	-1	1
CCN1CCN(C(=O)Cn2nc(C)c3sc4ccccc4c3c2=O)CC1	-1.2	-3	-3	0	2	10	23	17	-1	7
COc1ccc(/C=C2/N=C3CCCCCN3C2=O)cc1	-4.0	-5	-1	-21	-5	-6	-1	14	1	0
O=C(NNC(=S)Nc1ccccc1Cl)c1ccncc1	-1.1	1	5	-7	6	3	4	10	4	4
O=C(CCC(=O)c1cccs1)Nc1ncccc1O	-2.4	9	8	2	6	3	-2	-3	0	-1
Nc1ncnc2[nH]c(=S)[nH]c12	-0.3	0	-4	3	5	2	7	-6	-1	4

Continued:
SMILES	PG9 binder	rCAG RNA binder	HTRA1 inh	GC-A act	ABHD4 inh	NPR2 activator	ASAP1 inh	ARFGAP1 inhibitor	SMARCA2 act	Rev-erbA mod
C[c-]1[c-](C)[c-](C)[c-](C)[c-]1C.[Fe].c1cc2nccc(N3CCCC3)[c-]2c1 (centres undefined)	-2.2&-3.0	9&5	14&13	-2&-1	33*!	4&5	0&3	11&4	-1&0	-33&-29
Cc1cccc(/C(N)=N/OC(=O)c2ccccc2Cl)c1	0.2	-2	-3	2	6	-2	-10	8	3	1
CCC1CCCCN1S(=O)(=O)c1ccc2c(c1)CCN2C(=O)C1CCC1 (centres undefined)	-2.2	-5	-21	0	-4	1	-7	-1	-2	5
Cc1ccccc1NC(=O)c1ccc2nccnc2c1	-1.2	-3	-2	1	3	2	0	5	2	-2
CC(C)CN(C(=O)c1cc(=O)[nH]c2ccccc12)c1c(N)n(Cc2ccccc2)c(=O)[nH]c1=O	-1.0	2	-4	5	-3	5	-8	-2	-2	1
O=C(CSc1oc(-c2ccco2)nc1S(=O)(=O)c1ccccc1)NCC1CCCO1 (centres undefined)	-1.9	8	8	-1	7	-1	-5	7	0	0
O=C(CSc1nnnn1-c1ccc2c(c1)CCC2)Nc1ccc2c(c1)OCCO2	1.1	3	-35	-1	-14	2	12	2	-3	1
O=C(Cn1sc2ccccc2c1=O)N1CCN(C(=O)c2ccco2)CC1	-1.4	5	1	-1	-2	5	5	-5	2	3
CC(=O)NC(CC(=O)NCCN1C(=O)S/C(=C\c2ccccc2)C1=O)c1ccccc1 (centres undefined)	1.7	-3	8	-6	4	-9	-18	0	-2	-2
O=C(COc1ccc(F)cc1Cl)Nc1nnc(-c2ccc(F)c(F)c2)o1	.	.	.	2	-11	-1	.	.	.	-4
O=C1NC(=O)/C(=C\c2cn(Cc3ccccc3F)c3ccccc23)N1	-1.6	10	0	-9	11	-4	-5	-15	-1	-3
CCOC(=O)N1CCN(C(=O)c2cn(C)c3ccc(S(=O)(=O)N(C)C4CCCCC4)cc3c2=O)CC1	0.9	-7	7	3	-1	0	7	9	1	-3
Cc1ccc(C(=O)OC(C)C(=O)NC2CCCCC2C)cc1S(=O)(=O)N1CCOCC1 (centres undefined)	-0.2	-6	3	-3	8	5	-5	-8	-3	-4
COc1ccccc1NC(=O)NCCN1C(=O)C2C3C=CC(C3)C2C1=O (centres undefined)	-0.5	3	2	2	3	6	-14	-6	-2	4
COc1cc(C2CC(=O)Oc3cc(C)cc(C)c32)cc(OC)c1OC (centres undefined)	-0.3	-1	1	-5	-1	0	-4	2	-3	-4
COc1ccc(S(=O)(=O)N(CC(=O)O)c2ccc(C)cc2)cc1	0.4	1	1	-3	1	1	5	0	-2	-2
Cc1c(/C=N/NC(=O)C(NC(=O)c2ccc3c(c2)OCO3)C(C)C)c2ccccc2n1C (centres undefined)	-2.0	9	1	1	12	-4	0	5	-4	-3
O=C(CCC1CCCC1)Nc1ccc(OCC(=O)N2CCOCC2)cc1	-0.2	-4	-5	2	-9	6	-10	1	-3	0
Cn1c(-c2ccc3c(c2)OCO3)cc(=O)c2ccccc21	1.7	1	-11	3	3	6	-7	5	2	5
C[C@@H]1CN(Cc2nc(-c3cnccn3)no2)C[C@H](C)O1	1.1	1	-4	-1	4	-3	9	16	-6	1
C=CCn1c(SCc2ccccc2)nc2scc(-c3ccc(C)o3)c2c1=O	-0.1	-1	7	-3	11	5	1	9	-2	17
O=C(CCc1ccccc1)N[C@H]1[C@H](OCc2ccccc2)CCC[C@@]12C(=O)N(Cc1ccccc1)c1ccccc12	.	8	.	-3	1	-7	.	.	-3	3
COc1ccc(/C=N/NC(=O)c2cccc([N+](=O)[O-])c2)cc1OS(=O)(=O)c1ccccc1	1.0	0	3	1	4	0	6	-3	-3	0
CSc1ccc(S(=O)(=O)Nc2ccc(S(=O)(=O)Nc3ccc(C)cc3)cc2)cc1	0.3	31	-36	-1	-18	4	3	24	-4	4
Cc1cc(=O)[nH]c(N=N/C(=N/Nc2ccc(O)cc2)c2ccccc2)n1	-8.8	9	27	-3	20	-5	-16	-3	4	6
COc1ccc(CCNC(=O)C(=O)NCC2OCCN2S(=O)(=O)c2ccccc2)cc1OC (centres undefined)	-0.9	5	-2	5	5	7	1	4	0	3
Cc1ccc(S(=O)(=O)NCC(=O)NCC(=O)N(C)Cc2ccc(Br)s2)cc1C	0.0	1	4	0	-6	1	-15	-8	-5	-2
O=C(O)/C=C/c1ccc(-n2ccnc2)cc1	-1.3	3	5	6	-1	5	6	8	-2	0
Cc1nn(C)cc1/C=N/NC(=O)c1sc2ccccc2c1Cl	1.1	2	-11	-5	0	-5	3	6	-6	-3
